# CASP6 VEID inh: inhibitors of human caspase-6; P55212; purified caspase-6, Z-VEID-R110 cleavage fluorescence; inhibition, % at 12.5 µM; 0.53% of 350,000 active;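 active = mean inhibition across replicates at least about 35%, with every replicate also reaching that limit, limit read from the data; inconclusive = only one of the two criteria met; inactive = neither criterion met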;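 also: 0% = median of neutral control wells and 100% = no fluorescence left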
# Target sequence (P55212 24-179 limits assumed): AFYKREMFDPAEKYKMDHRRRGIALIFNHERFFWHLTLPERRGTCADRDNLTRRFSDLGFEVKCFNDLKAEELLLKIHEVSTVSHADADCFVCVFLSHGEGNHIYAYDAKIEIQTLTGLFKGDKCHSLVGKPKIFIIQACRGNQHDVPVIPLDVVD
# Target sequence (P55212 194-293 limits assumed): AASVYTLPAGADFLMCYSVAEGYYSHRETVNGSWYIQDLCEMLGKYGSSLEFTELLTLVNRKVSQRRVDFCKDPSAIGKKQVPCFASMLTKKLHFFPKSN
# SIRT5 block: sirtuin-5 (human) deacylase inhibition; Q9NXA8; Purified SirT5, succinyl-peptide AMC, trypsin-coupled fluorescence; inhibition, % at 15 µM; 1.1% of 330,000 active; in the data active = inhibition above about 15%; inconclusive = no clear call, values can overlap the other calls
# Target sequence (Q9NXA8 whole entry, looked up): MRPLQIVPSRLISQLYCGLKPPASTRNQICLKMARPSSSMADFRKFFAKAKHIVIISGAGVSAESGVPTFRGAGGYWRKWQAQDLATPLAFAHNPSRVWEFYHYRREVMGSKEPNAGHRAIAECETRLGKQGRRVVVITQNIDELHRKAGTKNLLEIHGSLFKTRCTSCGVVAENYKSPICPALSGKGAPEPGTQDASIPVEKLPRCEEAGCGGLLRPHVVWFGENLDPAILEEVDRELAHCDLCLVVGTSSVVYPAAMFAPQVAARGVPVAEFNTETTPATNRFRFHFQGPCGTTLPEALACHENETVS
# DENV2 CPE rescue: inhibitors of DENV2 cytopathic effect | AID 651640 | DENV2-infected cells, cytopathic effect rescue, plate reader | CPE inhibition, % at 9.99 µM | 1.7% of 350,000 active; in the data active = CPE inhibition above about 20%, passing the limit was not always enough; inconclusive = no clear call, values can overlap the other calls; tested in BHK-21 cells;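 also: 0% = median of neutral control wells and 100% = median of positive control wells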
# ARNT-TACC3 inh: ARNT/TACC3 interaction disruption; inhibition, % at 9.99 µM; AlphaScreen His-ARNT PAS-B/GST-TACC3 binding, luminescence; TACC3 fragment carries E629A point mutation; 0.66% of 390,000 active; Q9Y6A5;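 active = mean inhibition of replicates at least 50% and at least half of replicates each reaching 50%; inconclusive = half or more replicates reach 50% but mean below 50%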;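 also: 0% = complete ARNT plus TACC3 wells and 100% = ARNT alone without TACC3; many hits fall short of the cut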
# EWS-Fli inh: EWS/Fli transcriptional activity inhibition; A673 NR0B1-luciferase reporter, viability-normalised; inhibition, % at 12.6 µM; 0.67% of 350,000 active; AID 651661;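 active = mean inhibition of at least 50% after viability correction, with every replicate also passing that limit; inconclusive = mean reaches 50% but only one of two replicates passes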;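 also: firefly luciferase signal divided by Alamar Blue viability fluorescence both relative to DMSO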
# PAX8 inh HTS: inhibitors of PAX8 transcriptional activity in RMG-I cells; RMG-I TPO-luciferase reporter, SteadyGlo, 24 h; inhibition, % at 12.6 µM; 1.2% of 360,000 active; AID 652154;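 active = mean replicate inhibition at least 60% with every replicate also reaching 60%; inconclusive = only one of the two criteria is met; inactive = mean below 60% and not all replicates reaching 60%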;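 also: luciferase light reporting Pax8 driven TPO promoter activity; plate controls were median of neutral control wells for no effect and mitoxantrone controls for full effect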
# LGR2 inh: Drosophila LGR2 receptor signaling inhibition; HEK293 LGR2, CRE-luciferase, bursicon-stimulated, 4 h; inhibition, % at 9.99 µM; 0.35% of 380,000 active; AID 720647;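 active = drop in luminescence signal, shown as inhibition above about 50% in the replicate tests, limit read from the data, passing the limit was not always enough; inconclusive = probably only some replicates passing the limit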;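 also: agonist challenge used bursicon conditioned medium at about half maximal strength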
# Numbers without * were called inactive; ? = inconclusive; / = not tested or not shown.
SMILES,CASP6 VEID inh,SIRT5 block,DENV2 CPE rescue,ARNT-TACC3 inh,EWS-Fli inh,PAX8 inh HTS,LGR2 inh
CN(Cc1nc2ccc(F)cc2[nH]1)C(=O)C1CCC(=O)N(C2CC2)C1 (configuration not stated),-2,-5,?,/,1,11,4
CC(C)C#Cc1ccc([C@@H]2[C@@H](CO)N(C(=O)C3CCC3)[C@H]2C#N)cc1,-1,1,-9,-4,1,-14,-11
C[C@@H]1CN([C@H](C)CO)C(=O)c2cc(N(C)C)ccc2O[C@@H](C)CCCCO[C@H]1CN(C)C(=O)c1ccncc1,/,/,/,/,-8,-7,-1
C[C@@H]1CN([C@H](C)CO)C(=O)c2cc(NC(=O)Nc3cccc4ccccc34)ccc2O[C@H]1CN(C)S(=O)(=O)c1cn(C)cn1,-2,0,?,/,-1,/,10
C/C(=N\NC(=O)CCn1nnc2ccccc21)c1cccs1,-1,0,3,-1,-59,-36,-32
COc1ccccc1-c1ccc([C@@H]2[C@H](C#N)N[C@H]2CO)cc1,0,1,0,10,15,-29,-19
C[C@H](CO)N1C[C@H](C)[C@@H](CN(C)Cc2ccc(Oc3ccccc3)cc2)Oc2c(NS(=O)(=O)c3ccc(F)cc3)cccc2C1=O,1,-6,39*,/,3,-14,/
COc1ccc(NC(=O)C2CC(=O)N(Cc3ccc(C)cc3)C2)cc1S(=O)(=O)N1CCCCC1 (configuration not stated),/,/,/,-17,/,13,13
CC1(C)O[C@@H]2[C@H](O1)[C@@H](CO)O[C@H]2n1cc(Br)c(=O)[nH]c1=O,6,/,-23,-5,-4,-27,-8
Cc1cc(C)cc(NC(=O)C2COc3ccccc3O2)c1 (configuration not stated),2,/,0,/,-5,-24,2
CC(C)C[C@H](CO)Nc1nc(N(C)c2cccc(Cl)c2)c2ncn(C(C)C)c2n1,-3,-9,19,0,19,-10,-1
O=C(c1ccccc1)N1C[C@H]2[C@@H](c3ccccc31)[C@H](CO)N2C(=O)c1cccc(F)c1,2,1,-3,-14,1,18,15
CC(C)CC#Cc1cnc2c(c1)C(=O)N([C@@H](C)CO)C[C@H](C)[C@@H](CN(C)Cc1cncnc1)O2,-1,0,7,-6,3,/,-2
CC(NC(=O)C(=O)NCCC1=CCCCC1)c1ccccc1 (configuration not stated),0,5,4,9,-12,-21,/
O=C(CCc1nnc(Cc2ccc3c(c2)OCO3)o1)NCc1nc2ccccc2s1,-2,-2,-7,25,-1,11,-7
CCCOC(=O)C1C2C=CC3(CN(c4cccc(Cl)c4)C(=O)C13)O2 (configuration not stated),-3,/,-3,-7,8,1,4
COc1cccc(CN2CC(C(=O)N(C)Cc3ccc(C)cc3)CCC2=O)c1 (configuration not stated),-1,-1,-8,11,/,-13,-24
CCOC(=O)c1c(C)[nH]c(C)c1C(=O)COC(=O)/C=C/c1ccc(OC)cc1,9,-14,-1,1,45,13,-11
O=c1oc(Nc2ccccc2Cl)nc2ccccc12,0,-2,1,-2,-42,-86,0
C[C@H]1CN([C@@H](C)CO)C(=O)c2cc(C#CCN(C)C)cnc2O[C@@H]1CN(C)C(=O)Nc1cccc(F)c1,-3,-1,-8,5,2,/,-6
CCCCC1(COC(=O)CCC(=O)O)C(=O)N(c2ccccc2)N(c2ccccc2)C1=O,0,-2,-6,-4,-12,1,0
Cc1occc1C(=O)N/N=C/c1ccc(N(C)C)cc1,0,3,-1,-9,-12,-83,17
COc1cc(Br)cc(CNc2ccc(F)c([N+](=O)[O-])c2)c1O,4,4,-2,10,9,1,8
COc1ccc(CCNC(=O)c2ccccc2NC(=O)C2=C(C)OCCS2)cc1OC,1,0,5,-2,-14,-69,-8
COc1ccccc1-n1c(Cc2cccc3ccccc23)nnc1SCC(=O)O,9,/,1,/,2,4,-2
Cc1ccc(Cc2c(-c3ccc(Br)cc3)nc3ccc(Cl)cn23)cc1,2,-2,-2,/,-9,-100,-60
CC(=O)OCc1ccccc1Sc1ccccc1C(=O)NCc1ccccc1,-4,-1,5,-10,-2,15,-4
CCN(CC)CCCNC(=O)c1ccc(CS(=O)(=O)c2ccccc2OC)o1,-19,-2,-6,-5,4,7,11
CCc1nc(SCC(=O)Nc2nnc(CC(C)C)s2)n[nH]1,-2,-3,-3,-7,-8,2,-2
COc1ccc(/C=C2\CCn3c2nc2cc(C(=O)O)ccc2c3=O)cc1,0,-2,19,15,9,5,12
CCOc1ccccc1C(=O)N[C@H](C(=O)OCc1cc(=O)oc2cc(C)ccc12)C(C)C,0,2,-1,/,-6,-22,-7
COc1cccc(CNC(=O)C[C@@H]2C=C[C@@H](NC(C)=O)[C@H](CO)O2)c1,4,-4,-11,2,2,3,14
C[C@H]1CN([C@@H](C)CO)C(=O)c2cccc(NC(=O)c3nc4ccccc4s3)c2O[C@H]1CN(C)Cc1ccc(C(F)(F)F)cc1,3,27*,?,4,6,/,-2
O=C(COC(=O)COc1ccc(Cl)cc1Cl)NC1CCS(=O)(=O)C1 (configuration not stated),0,2,-5,-2,5,-8,4
CCC1(c2ccccc2)NC(=O)N(CC(=O)Nc2cccc(S(=O)(=O)N3CCCCC3)c2)C1=O (configuration not stated),4,-3,10,6,10,2,5
CCOC(=O)C1=C(CC)Nc2ccccc2N/C1=N\S(=O)(=O)c1ccc(C(=O)OCC)cc1,2,3,-4,-8,1,25,-18
O=C(CCSc1nc(-c2ccc3c(c2)OCO3)cc(C(F)(F)F)n1)NCc1ccco1,1,-2,6,-26,9,19,14
CC(=O)N1[C@@H]2c3ccc(C4=CCCC4)c(=O)n3C[C@H]1[C@H](CO)[C@H]2C(=O)N[C@H](C)c1ccccc1,2,-27,0,-3,1,/,-10
NC(=O)c1ccsc1NC(=O)c1cccs1,1,/,/,7,-58,-86,-41
O=C(CN1C(=O)NC2(CCOc3ccccc32)C1=O)NCc1ccccc1 (configuration not stated),-3,/,-3,8,11,7,-22
C[C@H](CO)N1C[C@H](C)[C@@H](CN(C)Cc2ccc3c(c2)OCCO3)OCc2cn(nn2)CCCC1=O,-2,-3,4,4,5,/,8
COc1ccc(C=O)cc1COc1ccc2c(c1)OCO2,5,-4,19,2,22,39,0
Cc1nc2sccn2c(=O)c1S(=O)(=O)NC(C)c1ccccc1 (configuration not stated),1,-4,-2,33,-2,20,6
O=C(CN1CCN(C(=O)c2ccc(-c3nc4ccccc4s3)o2)CC1)Nc1cccc(F)c1,12,-2,-11,/,2,-11,/
COc1ccc2c3c([nH]c2c1)[C@H](CO)N(C(=O)Nc1cccc(F)c1)CC31CN(S(=O)(=O)c2cccc(C)c2)C1,1,3,0,/,21,/,22
O=C(/C=C/c1ccco1)OCc1nnc(-c2ccc(Cl)cc2)o1,15,-2,-5,-2,-6,-16,-26
COc1cc(/C=N/Nc2ccc(C(F)(F)F)cn2)cc(OC)c1O,-2,1,0,0,2,24,2
CSc1nccc(Oc2cncc(Cl)c2)n1,3,/,1,-6,-3,-4,-9
COc1cccc(-c2cc(C(=O)O)c3cc4ccccc4cc3n2)c1OC,2,0,6,/,-25,9,-18
Cc1noc(C)c1NC(=O)N1C[C@@H](O)COC[C@@H]2O[C@H](CC(=O)NCC3CCCCC3)CC[C@H]21,0,2,5,-1,-4,-1,5

# Following part.
SMILES,CASP6 VEID inh,SIRT5 block,DENV2 CPE rescue,ARNT-TACC3 inh,EWS-Fli inh,PAX8 inh HTS,LGR2 inh
CCCC(=O)Nc1ccc2c(c1)OC[C@@H](C)N(C(C)=O)C[C@H](C)[C@@H](OC)CN(C)C2=O,0,0,-8,-8,2,-3,5
O=C(c1cccc(F)c1)N1CC(=O)N2[C@H](C1)[C@@H](c1ccc(C#Cc3ccc(F)cc3)cc1)[C@@H]2CO,2,-13,?,/,25,/,8
CC(=O)Nc1ccc(Nc2nc(Cl)nc(Nc3ccc(NC(C)=O)cc3)n2)cc1,-4,-1,-5,/,32,3,-8
COc1ccc(CN2C[C@H](O)COC[C@H]3O[C@@H](CC(=O)NCCN4CCCC4)CC[C@@H]32)cc1,/,/,0,-4,-3,13,-6
CO[C@@H]1CN(C)C(=O)c2cc(NC(=O)c3ccc(F)cc3)ccc2OC[C@H](C)NC[C@@H]1C,/,/,/,-1,-3,6,-18
CC(=O)N(C)C[C@@H]1Oc2ncc(C#CCc3ccccc3)cc2C(=O)N([C@H](C)CO)C[C@H]1C,0,-2,14,1,5,/,2
COc1ccc(/C=C2\C(=O)NC(=S)N2C(=O)c2ccc(C)cc2)cc1,2,5,12,1,-4,-23,-21
C[C@@H]1CN([C@H](C)CO)C(=O)c2cc(NC(=O)Nc3ccc(C(F)(F)F)cc3)ccc2O[C@@H](C)CCCCO[C@@H]1CN(C)S(=O)(=O)c1cn(C)cn1,/,/,-4,0,2,-22,9
Cn1cc(CCNC(=O)CC2C(=O)NCCN2CC(c2ccccc2)c2ccccc2)cn1 (configuration not stated),0,6,-2,5,4,-7,-1
CS(=O)(=O)N1CCC(Oc2ccccc2C(=O)N2CCC[C@H]2CO)CC1,-1,-4,8,-1,/,-12,-8
CCC(C(=O)NC1CCCCCC1)n1nc(C)n2c(cc3occc32)c1=O (configuration not stated),6,-1,11,-47,/,0,0
C[C@H]1CN([C@@H](C)CO)C(=O)c2cccc(NC(=O)C3CCOCC3)c2O[C@H]1CN(C)Cc1ccc(Cl)c(Cl)c1,0,-1,0,-5,-5,-18,9
Cc1ccc(NC(=O)CN(C)C(=O)c2cccc(S(=O)(=O)N3CCc4ccccc43)c2)cc1,0,-4,-3,-2,4,27,13
Cc1ccc(N(C)S(=O)(=O)c2cccc(C(=O)NCCCN3CCCC3=O)c2)cc1,-1,-3,-4,0,-4,-2,-7
CCn1c(CN2CCOCC2)nnc1SCC(=O)Nc1ccccc1Cl,/,-2,4,6,1,-9,5
Cc1ccc(S(=O)(=O)Nc2ccc(-c3nc4ccc(C)cc4s3)cc2)cc1,-2,-11,-7,-3,-14,-4,-17
CO[C@H]1CN(C)C(=O)c2cc(NC(C)=O)ccc2OC[C@H](C)N(C(=O)Cc2cccnc2)C[C@H]1C,-2,1,-6,-14,-4,2,7
C#CCOCCOCCOCCNc1nc(N2CCN(C(=O)C([C@@H](C)O)n3cc([C@@H](N)CCCCN)nn3)CC2)nc(N2CCN(C(=O)[C@H](CC(N)=O)n3cc([C@@H](N)C(C)C)nn3)CC2)n1 (some centres not stated),-182,-3,-7,11,4,-7,-9
C[C@@H]1CCCCO[C@@H](CN(C)C(=O)C2CCCCC2)[C@@H](C)CN([C@H](C)CO)C(=O)c2cc(NC(=O)Nc3cccc4ccccc34)ccc2O1,3,1,22*,-4,?,-29,-5
OCCN(CCO)c1ccc(C(c2ccc(Cl)cc2)c2ccc(N(CCO)CCO)cc2Cl)c(Cl)c1,0,-3,-2,-4,-2,6,/

# Random excerpt: two records from the list
SMILES,CASP6 VEID inh,SIRT5 block,DENV2 CPE rescue,ARNT-TACC3 inh,EWS-Fli inh,PAX8 inh HTS,LGR2 inh
C[C@@H]1CCCCO[C@@H](CN(C)C(=O)C2CCCCC2)[C@@H](C)CN([C@H](C)CO)C(=O)c2cc(NC(=O)Nc3cccc4ccccc34)ccc2O1,3,1,22*,-4,?,-29,-5
C[C@H]1CN([C@@H](C)CO)C(=O)c2cccc(NC(=O)C3CCOCC3)c2O[C@H]1CN(C)Cc1ccc(Cl)c(Cl)c1,0,-1,0,-5,-5,-18,9

# The listing continues:
SMILES,CASP6 VEID inh,SIRT5 block,DENV2 CPE rescue,ARNT-TACC3 inh,EWS-Fli inh,PAX8 inh HTS,LGR2 inh
O=C(C[C@@H]1C[C@@H]2c3cc(NC(=O)c4cccnc4)ccc3O[C@@H]2[C@@H](CO)O1)NCc1ccccn1,0,-12,?,24,-8,-8,-6
Cc1cnc(C(=O)OCC(=O)Nc2ccc3c(c2)OCCO3)cn1,5,-2,1,-2,-11,-6,4
Cc1ccc(-n2[nH]c3c4c(ccc3c2=O)C(=O)c2ccccc2C4=O)cc1,-3,8,-6,-1,0,7,10
Cn1cnc(S(=O)(=O)N[C@H]2C=C[C@H](CC(=O)NCC3CC3)O[C@@H]2CO)c1,1,3,16,-13,-2,-1,-9
N#CC1C(=O)NC(=O)CC12CCCCC2 (configuration not stated),2,-1,-5,-3,8,-6,-15
O=S(=O)(CCc1ccncc1)c1ccc(Cl)cc1,-4,27*,-8,-7,4,1,9

# Screening results as filed in PubChem BioAssay.

# An unsorted share of the library; 4.9% or so of the library scored in one or more.
